Screens: PubChem, The Scripps Research Institute Molecular Screening Center
FBW7 activator – human FBW7 E3 ligase activation, primary screen; AlphaScreen FBW7–phospho-cyclin E peptide binding, activator screen; 650,000 compounds, 0.13% hits; Q969H0; normalized activity (activation), % at 26.1 µM; in the data active = normalized activity above about 1.9%;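 also: purified mutant Fbw7 with reduced substrate affinity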
Target sequence (Q969H0 whole entry, looked up): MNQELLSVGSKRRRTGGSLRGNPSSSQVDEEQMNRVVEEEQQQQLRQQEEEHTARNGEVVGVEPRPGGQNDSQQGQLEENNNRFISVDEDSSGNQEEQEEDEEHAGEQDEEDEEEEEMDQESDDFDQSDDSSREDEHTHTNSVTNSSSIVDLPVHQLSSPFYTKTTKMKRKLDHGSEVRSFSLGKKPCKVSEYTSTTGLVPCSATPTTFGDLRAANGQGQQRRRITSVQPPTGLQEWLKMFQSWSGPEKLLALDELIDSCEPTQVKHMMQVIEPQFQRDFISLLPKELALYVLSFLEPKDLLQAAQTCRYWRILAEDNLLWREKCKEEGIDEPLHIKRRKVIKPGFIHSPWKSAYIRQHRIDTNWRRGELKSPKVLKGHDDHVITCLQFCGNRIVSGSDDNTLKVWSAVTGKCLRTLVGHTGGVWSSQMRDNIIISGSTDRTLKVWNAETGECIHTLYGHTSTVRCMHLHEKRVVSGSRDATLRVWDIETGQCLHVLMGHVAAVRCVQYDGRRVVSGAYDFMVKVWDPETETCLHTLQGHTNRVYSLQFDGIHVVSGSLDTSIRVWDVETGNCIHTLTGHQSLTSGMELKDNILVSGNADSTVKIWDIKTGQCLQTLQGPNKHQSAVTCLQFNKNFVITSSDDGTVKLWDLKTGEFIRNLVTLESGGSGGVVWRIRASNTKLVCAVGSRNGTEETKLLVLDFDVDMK
TEAD-YAP inh – TEAD-YAP interaction inhibition | HEK-TIYL cells, TEAD-Gal4/YAP UAS-luciferase luminescence | inhibition, % at 9.12 µM | 640,000 compounds, 1.4% hits; in the data active = inhibition above about 32%;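 also: 0% = median of test compound wells and 100% = reference inhibitor wells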
MITF primary – human MITF inhibition, primary screen | AlphaScreen MITF homodimerization, bead proximity signal | inhibition, % at 2.6 µM | 650,000 compounds, 0.91% hits | O75030; in the data active = inhibition above about 50%;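 also: 0% = vehicle wells with protein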
GPR151 activ – human GPR151 activation. 650,000 compounds, 1% hits. activation, % at 11.2 µM. Q8TDV0. PathHunter beta-arrestin GPR151 cells, luminescence; in the data active = activation above about 4.9%;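 also: 0% = median of compound wells and 100% = cells with positive control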
Target sequence (Q8TDV0 whole entry, looked up): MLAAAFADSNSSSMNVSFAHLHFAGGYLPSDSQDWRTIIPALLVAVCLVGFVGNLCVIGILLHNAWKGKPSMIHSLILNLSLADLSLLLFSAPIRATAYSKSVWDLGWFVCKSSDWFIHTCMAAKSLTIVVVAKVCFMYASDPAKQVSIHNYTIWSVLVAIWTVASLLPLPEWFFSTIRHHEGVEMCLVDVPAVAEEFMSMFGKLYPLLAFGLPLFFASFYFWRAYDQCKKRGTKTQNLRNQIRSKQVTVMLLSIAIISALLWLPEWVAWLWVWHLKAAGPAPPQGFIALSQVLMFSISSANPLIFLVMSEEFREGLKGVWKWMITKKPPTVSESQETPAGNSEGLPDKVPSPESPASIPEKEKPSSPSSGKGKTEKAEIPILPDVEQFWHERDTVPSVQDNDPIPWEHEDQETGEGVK
The depositor's hits bear a star.

1) Cc1ccc(NC(=O)/C(C#N)=C/c2cc3c(cc2Br)OCO3)c([N+](=O)[O-])c1
2) Cc1ccc(S(=O)(=O)C2(C(=O)O)CCCC2)cc1C
3) CC1CCCC(C)N1CC(O)COCc1ccc(Cl)cc1 (centres undefined)
4) Cc1nn(C)cc1-c1n[nH]c(=S)n1-c1ccc(F)cc1
5) Cc1ccc(-c2noc(CN(C(=O)c3ccc(Br)o3)C(C)C)n2)cc1
6) CCSc1nnc2c(n1)[nH]c1ccc(OC)cc12
7) Cc1cc(NCCN(C(C)C)C(C)C)nc(N2CCOCC2)n1
8) O=C(CN1C(=O)[C@@H]2CCCN2C(=O)c2ccccc21)NCC1CC1
Assay by compound | 1 | 2 | 3 | 4 | 5 | 6 | 7 | 8
FBW7 activator | 0.1 | -0.3 | 0.2 | 0.0 | -0.1 | -0.1 | 0.1 | 0.1
TEAD-YAP inh | -0.3 | 8.4 | 5.3 | -1.8 | 1.2 | -4.0 | 1.4 | 5.7
MITF primary | 12.7 | 0.4 | 0.3 | 0.6 | 8.0 | -7.0 | 15.3 | -15.7
GPR151 activ | -0.6 | 0.0 | 0.8 | -0.2 | -0.2 | -3.4 | -2.4 | -0.3

9) CCC(=O)Nc1nnc(-c2ccc([N+](=O)[O-])cc2)s1
10) COc1ccc2oc(CCC(C)=O)c(-c3ccc(C)o3)c2c1
11) OCCC1CN(Cc2c(O)ccc3ccccc23)CCN1C1CCCC1 (centres undefined)
12) CCOc1cc(C)c2c(=O)c(-c3ccccn3)c(C)oc2c1
13) O=C(NC(=S)Nn1cnnc1)c1cccc(Br)c1
14) CCCOC(=O)c1cc(-c2ccc(Br)cc2)nc2ccccc12
15) CCc1ccc(C(=O)CN2C(=O)NC(C)(c3ccc([N+](=O)[O-])cc3)C2=O)cc1 (centres undefined)
16) COc1ccccc1NC(=O)NNS(=O)(=O)c1ccc(C)cc1
Assay by compound | 9 | 10 | 11 | 12 | 13 | 14 | 15 | 16
FBW7 activator | 0.0 | -0.1 | -0.1 | 0.0 | 0.0 | 0.1 | -0.1 | 0.4
TEAD-YAP inh | -9.3 | -1.9 | 0.7 | -2.2 | -6.0 | 3.6 | -2.2 | 12.9
MITF primary | -8.4 | 9.7 | 7.3 | -1.0 | -16.4 | 1.1 | -5.0 | 17.0
GPR151 activ | 0.4 | -0.5 | 0.7 | 0.2 | -5.1 | -0.6 | 0.1 | -1.2

17) Cc1cc(C)n(C2=NNC(n3nc(C)cc3C)=NN2)n1
18) COc1cc(Nc2ccc(Br)cn2)cc(OC)c1OC
19) CCc1ccc(C(=O)N2CCN3C(=O)[C@@H]([C@H](C)O)NC(=O)[C@H]3C2)cc1
20) Cc1ccc(NC(=O)Cn2cnc3sc4c(c3c2=O)CCCC4)cc1F
21) CC(=O)Nc1ccc(Nc2cc(-c3cccc(C(C)=O)c3)nc(N)n2)cc1
22) O=C(NCCCN1CCOCC1)c1ccc2c(=O)n(CC3CCCO3)c(=S)[nH]c2c1 (centres undefined)
23) O=C1COc2cc(S(=O)(=O)CCC(=O)N3CC=C(c4ccccc4)CC3)ccc2N1
24) O=[N+]([O-])c1ccc(CN2CCC(N3CCCC3)CC2)cc1
Assay by compound | 17 | 18 | 19 | 20 | 21 | 22 | 23 | 24
FBW7 activator | -0.1 | -0.5 | -0.1 | -0.1 | -0.1 | 0.5 | 0.0 | -0.1
TEAD-YAP inh | 3.0 | 3.2 | -5.6 | 20.7 | -43.9 | -2.6 | 4.1 | -0.2
MITF primary | 5.1 | 9.3 | 6.3 | 2.3 | -1.6 | 3.7 | 6.3 | 34.0
GPR151 activ | 0.1 | 2.4 | 2.0 | 0.1 | 1.5 | 1.2 | 0.5 | -1.1

25) CCOC(=O)CNS(=O)(=O)c1cc(-c2nnc(Nc3ccc(C)cc3)c3ccccc23)ccc1C
26) O=C(NCC1CCC2(CCN(C(=O)c3cc4ccccc4[nH]3)CC2)O1)c1ccccc1F (centres undefined)
27) COCCNC(=O)CN(c1ccc(Cl)c(Cl)c1)S(C)(=O)=O
28) O=C(NCc1cccnc1)C(=O)Nc1nc2ccccc2s1
29) O=C1CSC(c2ccc3c(c2)OCO3)N1c1ccc(Cl)cc1 (centres undefined)
30) O=C(O)c1cc(S(=O)(=O)Nc2cccc(C(F)(F)F)c2)ccc1F
31) COc1ccc(Br)cc1/C=N/NC(=O)c1ccoc1C
32) CC(=O)Nc1cccc(OCc2ccc(Br)cc2)c1
Assay by compound | 25 | 26 | 27 | 28 | 29 | 30 | 31 | 32
FBW7 activator | 0.0 | -0.1 | 0.0 | -0.2 | -0.1 | 0.0 | 0.2 | 0.0
TEAD-YAP inh | 6.9 | 6.9 | 8.5 | -10.1 | 0.1 | 5.6 | -50.8 | -92.9
MITF primary | 7.2 | 14.1 | -7.0 | 3.6 | -1.2 | -1.3 | 9.7 | -9.0
GPR151 activ | -0.9 | 0.0 | 2.1 | 0.3 | -1.4 | -1.2 | -1.7 | -1.5

33) COc1ccc2ccccc2c1/C=N/n1cnnc1
34) COC(=O)c1ccc(COC(=O)c2ccc3c(c2)OCO3)cc1
35) Cc1ccc(S(=O)(=O)N2CCCC2C(=O)N2CCOCC2)cc1 (centres undefined)
36) COc1ccc(Cl)cc1NC(=O)c1nc2nc(-c3ccccc3)cc(C(F)(F)F)n2n1
37) COc1cc(-c2ccnc(N)c2)ccc1NC(=O)C1COc2ccccc2C1 (centres undefined)
38) CN1CCN(c2nccn3c(-c4ccc(C(=O)NC5CC5)cc4)cnc23)CC1
39) COc1cccc(-c2cc(C#N)on2)c1OC
40) Cc1ccc(C)c(S(=O)(=O)NCC(c2ccc3c(c2)CCCN3C)N(C)C)c1 (centres undefined)
Assay by compound | 33 | 34 | 35 | 36 | 37 | 38 | 39 | 40
FBW7 activator | 0.0 | 0.3 | -0.2 | -0.1 | -0.1 | -0.4 | 0.1 | -0.2
TEAD-YAP inh | -0.3 | -43.7 | 4.4 | 1.8 | -5.7 | -7.0 | 1.3 | 8.8
MITF primary | 6.8 | -8.4 | -3.0 | 2.4 | -11.7 | 19.1 | 5.0 | 9.3
GPR151 activ | 0.5 | -3.0 | -0.4 | 3.8 | 1.2 | -0.5 | 3.6 | 0.1

Some of these compounds in order of molar mass, lowest first:
4) Cc1nn(C)cc1-c1n[nH]c(=S)n1-c1ccc(F)cc1
8) O=C(CN1C(=O)[C@@H]2CCCN2C(=O)c2ccccc21)NCC1CC1
20) Cc1ccc(NC(=O)Cn2cnc3sc4c(c3c2=O)CCCC4)cc1F
38) CN1CCN(c2nccn3c(-c4ccc(C(=O)NC5CC5)cc4)cnc23)CC1
Assay by compound | 4 | 8 | 20 | 38
FBW7 activator | 0.0 | 0.1 | -0.1 | -0.4
TEAD-YAP inh | -1.8 | 5.7 | 20.7 | -7.0
MITF primary | 0.6 | -15.7 | 2.3 | 19.1
GPR151 activ | -0.2 | -0.3 | 0.1 | -0.5

The list continues:
41) CC(=O)NCCN1C(=O)C2C3c4ccccc4C(c4ccccc43)C2C1=O (centres undefined)
42) CCc1cc2c(=O)c(-c3ccccn3)c(N)oc2cc1OC
43) CC1=C(C#N)C(c2ccco2)C2=C(CC(C)(C)CC2=O)N1 (centres undefined)
44) Cc1ccc(CCC(=O)N2CCC3(CC2)CC3C(=O)N2CCN(c3ccccn3)CC2)cc1 (centres undefined)
45) CCOC(=O)C1=C(C)NC2=C(C(=O)CC(c3ccc(OC)c(OC)c3)C2)C1c1ccccc1OC (centres undefined)
46) CC(C)N(c1ccccc1)c1ccc(NC(=O)CSc2nnc(N)s2)cc1
47) CCOC(=O)C1CCCN(Cc2cc(=O)oc3cc(C)ccc23)C1 (centres undefined)
48) Cc1ccc(OCCOCCN2CCOCC2)c(Br)c1
Assay by compound | 41 | 42 | 43 | 44 | 45 | 46 | 47 | 48
FBW7 activator | 0.1 | -0.2 | -0.1 | 0.4 | 0.0 | 0.4 | -0.1 | -0.2
TEAD-YAP inh | 5.0 | -33.9 | 3.8 | 6.8 | 6.8 | -3.8 | -24.7 | -16.2
MITF primary | 17.7 | -5.2 | -9.7 | 9.3 | -13.2 | 15.6 | 6.8 | 75.4*
GPR151 activ | 0.9 | 0.5 | -1.1 | -0.1 | -1.5 | 0.3 | 1.0 | -0.2

Retrieved by structure from the list above:
43) CC1=C(C#N)C(c2ccco2)C2=C(CC(C)(C)CC2=O)N1 (centres undefined)
41) CC(=O)NCCN1C(=O)C2C3c4ccccc4C(c4ccccc43)C2C1=O (centres undefined)
Assay by compound | 43 | 41
FBW7 activator | -0.1 | 0.1
TEAD-YAP inh | 3.8 | 5.0
MITF primary | -9.7 | 17.7
GPR151 activ | -1.1 | 0.9

Remaining list, next part:
49) Cc1cccc(C(=O)Nc2cc(=O)n(C)c(=O)n2C)c1
50) Cc1cc(=O)[nH]c(SCC(=O)Nc2c(C#N)cnn2-c2ccccc2)n1
51) Cn1nccc1Nc1cc(NCc2ccccc2)ncn1
52) Cc1ccc(-c2c(N3CCOCC3)c(=O)c2=O)cc1
53) COc1ccc(-c2ccc(=O)n(CC3CCN(C(=O)N4CCCCC4)CC3)n2)cc1
54) CCSc1nnc(NC(=O)c2ccc(N3C(=O)c4ccccc4C3=O)cc2)s1
55) Cc1ccccc1OCC(=O)Nc1ccc(F)c(F)c1
56) CSCCC(C(=O)OCC(=O)Nc1ccccc1C)N1C(=O)c2ccccc2C1=O (centres undefined)
Assay by compound | 49 | 50 | 51 | 52 | 53 | 54 | 55 | 56
FBW7 activator | 0.1 | 0.0 | 0.0 | 0.0 | -0.1 | 0.9 | 0.0 | 0.1
TEAD-YAP inh | -7.2 | 0.4 | 7.5 | -9.6 | -3.2 | -4.8 | -62.3 | -1.7
MITF primary | -2.8 | 7.9 | 1.1 | -15.9 | -10.6 | 3.7 | -10.1 | 4.3
GPR151 activ | 2.7 | -0.7 | 1.9 | 0.6 | 0.5 | -0.2 | -0.9 | 1.8

57) CCCCOc1ccc(OCCCC)c2c1nc(-c1ccccc1N)c(=O)n2C
58) CSc1nc2c(c(=O)n1C1CCCCC1)C1(CCCC1)Cc1ccccc1-2
59) CCOC(=O)c1ccc(-c2c(C(=O)OCC)oc3cc(O)c(CC)cc3c2=O)o1
60) COc1ccc(OC)c(NC(=O)C(=O)c2ccccc2NC(C)=O)c1
61) COc1ccc(/C=C2\C(=O)NN(c3ccc(C)c(C)c3)C2=O)cc1
62) CC(C)(C)OC(=O)N1CCC(c2nc3ccc(-c4ccncc4)cc3[nH]2)CC1
63) CSc1ccc(Cl)c(C(=O)OCC(=O)c2ccc3c(c2)NC(=O)CO3)c1
64) O=S(=O)(c1ccc(Cl)cc1)N1c2ccccc2Sc2ccc(C(F)(F)F)cc21
Assay by compound | 57 | 58 | 59 | 60 | 61 | 62 | 63 | 64
FBW7 activator | 0.1 | 0.0 | 0.2 | -0.3 | 0.0 | 0.1 | 0.1 | 0.0
TEAD-YAP inh | 8.5 | 6.2 | -10.8 | 4.0 | -8.0 | -11.6 | 3.8 | 2.0
MITF primary | -1.6 | 3.2 | 7.8 | 2.1 | -6.4 | 31.4 | -9.2 | -2.0
GPR151 activ | 1.1 | 1.6 | -0.1 | -1.4 | -0.1 | -0.6 | 0.5 | 0.5

65) O=C(/C=C/c1ccco1)Nc1sc2c(c1C(=O)O)CCC2
66) COC(=O)Nc1ccc(S(=O)(=O)NCC(OC)OC)cc1
67) CC(O)(C(=O)N/N=C/c1ccccc1)c1ccccc1 (centres undefined)
68) COc1ccc2nc(N3CC(C(=O)N4CCC5(CC4)OCCO5)C3)sc2c1
69) Nc1cccc(-c2nc(NCc3ccccc3)c3ncn(C4CCCCC4)c3n2)c1
70) O=C(NC1CCCCC1)c1c(C(F)(F)F)nc2ccccn12
71) O=C(Cc1ccccc1)N1CCC2(CC1)NC(=O)N(CCOc1ccccc1)C2=O
72) CCCCN(C)C(=O)CC1(c2ccccc2F)CC(=O)N(C2CCCCC2)C1=O (centres undefined)
Assay by compound | 65 | 66 | 67 | 68 | 69 | 70 | 71 | 72
FBW7 activator | 0.1 | 0.0 | -0.1 | 0.1 | -0.1 | -0.4 | -0.1 | -0.5
TEAD-YAP inh | -21.1 | 1.6 | -0.7 | -2.2 | 2.4 | 2.2 | 2.0 | -1.8
MITF primary | -3.0 | 3.9 | 1.5 | -4.5 | 17.6 | 7.5 | -6.9 | -1.1
GPR151 activ | -7.4 | -1.0 | 1.1 | -0.9 | 2.0 | -0.6 | -0.3 | 1.1

73) CC(C)(C)NC(=O)CN(c1ccc(Oc2ccccc2)cc1)S(C)(=O)=O
74) O=C(COc1ccccc1N1C(=O)c2ccccc2C1=O)c1ccc(F)cc1
75) Oc1ccc(CCNc2ccnc(N3CCC(N4CCOCC4)CC3)n2)cc1
76) O=C1CCC(C(=O)OCC(=O)Nc2ccc(SC(F)F)cc2)=NN1
77) COC(CN(C)S(=O)(=O)c1cccc2nsnc12)OC
78) COc1ccc(CN2CCC(N3CCCCC3)CC2)c(OC)c1OC
79) CCc1cc2c(SCC(=O)Nc3sccc3C(N)=O)ncnc2s1
80) CCOc1cccc(/C=N/n2c(-c3ccncc3)n[nH]c2=S)c1O
81) COc1cc2ccccc2cc1-c1nnc(COc2ccccc2)o1
82) COC(=O)c1ccc(COC(=O)c2cccc(OC)c2)cc1
83) Cc1ccc(O)c(CCc2ccc(N)cc2)n1
Assay by compound | 73 | 74 | 75 | 76 | 77 | 78 | 79 | 80 | 81 | 82 | 83
FBW7 activator | -0.1 | 0.1 | 0.1 | -0.1 | 0.2 | -0.2 | 0.2 | -0.1 | 0.0 | -0.1 | 0.2
TEAD-YAP inh | 6.7 | -4.7 | 2.7 | -1.1 | 8.4 | 0.8 | 0.8 | -1.0 | -2.2 | 9.6 | -8.2
MITF primary | -4.9 | 60.2* | 15.6 | -6.5 | 13.3 | 34.7 | -1.1 | 5.7 | 3.8 | -2.7 | 4.7
GPR151 activ | -0.5 | 2.3 | 0.0 | 0.8 | -0.1 | 0.1 | 7.0* | -0.1 | 0.1 | -1.0 | 1.1
